Cl transport mod – modulates chloride dependent transport by human KCC2; 2.2% of 190,000 active; AID 1456; B-score of Tl+ flux slope (higher = more flux/activation; lower = inhibition) at 10 µM; KCC2 cells, thallium flux FluoZin-2 fluorescence; Q9H2X9;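 active = thallium flux slope and its plate-corrected score both differing from the plate sample mean at a set confidence after two filtering rounds, in either direction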;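 note: slope of fluorescence scaled to starting intensity during 10 to 20 s after thallium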
TNF necrop inh – TNF-alpha cell death inhibition in Jurkat FADD-/- cells | AID 463075 | activation (protection from cell death), % at 10 µM | 0.068% of 220,000 active | Jurkat FADD-/- TNF necroptosis rescue, ATP luminescence, 24 h; 0 = TNF only, 100 = no-TNF cells;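 active = activation, meaning protection from cell death, of at least 50% relative to plate controls; inactive = activation below 50%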;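 note: necroptosis triggered by 40 ng/mL TNF-alpha added together with compound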
Hck Nef HTS – human Hck-Nef kinase inhibition; P08631; Recombinant Hck-YEEI plus Nef, Z-Lyte FRET kinase assay; inhibition, % at 20 µM; 0.68% of 220,000 active; AID 463187;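 active = Hck-Nef kinase inhibition above about 50%, limit read from the data; inactive = inhibition below that limit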;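 note: 0% = DMSO with Hck plus Nef and 100% = Hck alone without Nef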
FXIa inh – factor XIa (human) inhibition | P03951 | purified FXIa, Boc-Glu-Ala-Arg-AMC fluorogenic substrate | inhibition, % at 5 µM | 0.14% of 220,000 active;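 active = inhibition of at least 40%; inactive = inhibition below 40%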;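 note: fluorescence of freed AMC excited at 355 nm; 0% = enzyme without compound and 100% = no enzyme blank; many of its hits are not listed in these tables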
Target sequence (P03951 19-387 limits assumed): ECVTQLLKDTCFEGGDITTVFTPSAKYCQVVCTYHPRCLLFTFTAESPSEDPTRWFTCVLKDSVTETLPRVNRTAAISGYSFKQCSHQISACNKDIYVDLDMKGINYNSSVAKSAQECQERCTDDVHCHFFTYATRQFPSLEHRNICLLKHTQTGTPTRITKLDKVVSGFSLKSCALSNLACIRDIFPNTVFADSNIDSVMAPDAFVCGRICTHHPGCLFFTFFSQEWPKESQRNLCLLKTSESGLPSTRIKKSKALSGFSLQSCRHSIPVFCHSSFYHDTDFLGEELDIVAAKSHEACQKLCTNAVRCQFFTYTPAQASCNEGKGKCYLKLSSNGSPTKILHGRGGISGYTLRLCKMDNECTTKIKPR
Target sequence (P03951 388-625 limits assumed): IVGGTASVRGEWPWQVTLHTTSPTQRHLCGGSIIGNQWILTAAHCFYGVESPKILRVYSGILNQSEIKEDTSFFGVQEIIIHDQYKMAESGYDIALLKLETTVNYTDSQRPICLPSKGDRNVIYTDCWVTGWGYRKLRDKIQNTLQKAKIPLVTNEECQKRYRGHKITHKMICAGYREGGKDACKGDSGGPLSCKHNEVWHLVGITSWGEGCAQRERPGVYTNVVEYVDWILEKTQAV
zVAD death inh – L929 zVAD cell death inhibition | L929 zVAD necroptosis rescue, ATP luminescence, 24 h; with zVAD 60 µM | viability rescue, % at 10 µM | 0.38% of 220,000 active;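 active = activation, scaled between plate controls, above about 75%, limit read from the data; inactive = activation under that limit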;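 note: 0% = zVAD with DMSO and 100% = DMSO alone without zVAD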
FXIIa inh 1536 – factor XIIa (human) inhibition; inhibition, % at 5 µM; P00748; 0.3% of 220,000 active; purified FXIIa, Boc-QGR-AMC fluorogenic substrate, 2 h; AID 800; in the data active = inhibition above about 40%;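 note: 0% = enzyme with no compound and 100% = blank without enzyme; many of its hits are not listed in these tables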
Thrombin inh – thrombin (human) inhibition. alpha-thrombin, Boc-VPR-AMC fluorogenic substrate cleavage. inhibition, % at 5 µM. 0.26% of 220,000 active;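 active = inhibition at or above 40%; inactive = inhibition below 40%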;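 note: 0% = enzyme with no compound and 100% = wells without enzyme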
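System: Human alpha-thrombin protein | Medium: pH 7.5 Tris (50 mM) with NaCl 150 mM, Tween 20 0.05% | Times: Enzyme reaction carried out at room temperature | Detection: AMC fluorescence, 355/460 nm | Evaluation: Percent inhibition scaled between no-compound controls and no-enzyme blanks | Benchmarks: Enzyme without compound as high, wells lacking enzyme as low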
Rad51 HR inh – blocks human Rad51 in homologous recombination; inhibition, % at 10 µM; 0.085% of 200,000 active; hRad51 DNA strand exchange, fluorescence dequenching; Q06609;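 active = inhibition above 40% at the single screening dose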;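 note: 0% = DMSO control wells and 100% = blanks with heterologous ssDNA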
Target sequence (Q06609 whole entry, looked up): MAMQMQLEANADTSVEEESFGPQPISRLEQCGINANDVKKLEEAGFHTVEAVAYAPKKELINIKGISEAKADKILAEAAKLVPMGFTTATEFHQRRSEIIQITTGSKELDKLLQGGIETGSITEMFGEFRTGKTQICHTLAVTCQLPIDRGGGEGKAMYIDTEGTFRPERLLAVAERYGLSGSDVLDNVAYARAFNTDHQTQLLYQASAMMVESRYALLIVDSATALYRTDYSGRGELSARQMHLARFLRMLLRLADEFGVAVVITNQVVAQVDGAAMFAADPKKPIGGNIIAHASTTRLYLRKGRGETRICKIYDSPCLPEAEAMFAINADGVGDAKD
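System: human Rad51 nucleoprotein filaments preassembled on unlabelled ssDNA. Reagent: labelled 47-mer dsDNA for strand exchange. Schedule: 30-min compound preincubation and 15-min exchange, both room temperature. Measured by: FRET fluorescence dequenching, excitation 485 nm, emission 520 nm. Read-out: Fluorescence-based percent inhibition, control- and blank-normalised. Benchmarks: plate controls and plate blanks.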
hK5 inh – blocks human kallikrein 5 protease activity; recombinant hK5, fluorogenic AMC substrate cleavage; inhibition, % at 5 µM; 0.59% of 210,000 active; Q9Y337; AID 873;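 active = inhibition of 40% or more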;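 note: 0% = enzyme controls without compound and 100% = no-enzyme blanks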
The depositor's hits bear a star; / = no result given. The list is partial, so the mix of outcomes need not match the whole.

1	Cc1ccsc1C=Nc1ccc(O)cc1
2	NC(=O)C[C@H]1NC(=O)[C@H](CCC(=O)O)NC(=O)c2cc([N+](=O)[O-])cc(I)c2NCCC[C@@H](C(N)=O)NC1=O
3	CC1=NN(c2ccc(C(=O)OC(C)C)cc2)C(=O)/C1=C\C=C\c1ccco1
4	O=C(Nc1c(F)cc(F)cc1Br)c1cc(S(=O)(=O)N2CCN(c3ccccn3)CC2)ccc1F
5	CC1CCc2nc(N)c(C#N)c(-c3cccn3C)c2C1 (stereo not drawn)
6	Cc1csc2nc(CNS(=O)(=O)c3cccnc3)cn12
7	O=c1[nH]c(C2CC2)nc2sc3c(c12)CCCC3
8	CCC(CO)NCc1sccc1C (stereo not drawn)
9	Cc1ccc(C(=O)CSc2ccc(-c3ccccc3)nn2)cc1
10	Cc1cc(OCC(=O)N(C)C)c2c(-c3ccccc3)cc(=O)oc2c1
screen / no.	1	2	3	4	5	6	7	8	9	10
Cl transport mod	-0.097	-0.7	2	/	0.82	/	-0.0099	0.8	-5.2	-1
TNF necrop inh	-14	2.4	-4.5	0.8	-0.8	-1.2	-0.4	2.7	1.8	-1.9
Hck Nef HTS	4	1	16	16	1	5	5	16	1	2
FXIa inh	-7	10	1	-2	12	/	2	-5	8	-8
zVAD death inh	0.9	4.7	1.1	0.7	-0.2	-0.1	1.5	0.8	1.5	-0.4
FXIIa inh 1536	4	15	7	7	12	/	7	4	10	-5
Thrombin inh	-7	0	-3	-6	1	/	-1	-15	-3	-11
Rad51 HR inh	-4	-8	-5	-7	/	-2	/	11	1	1
hK5 inh	2	-13	-44	2	3	/	/	-1	-5	-13

Copied from the entries so far for reference:
1	Cc1ccsc1C=Nc1ccc(O)cc1
2	NC(=O)C[C@H]1NC(=O)[C@H](CCC(=O)O)NC(=O)c2cc([N+](=O)[O-])cc(I)c2NCCC[C@@H](C(N)=O)NC1=O
screen / no.	1	2
Cl transport mod	-0.097	-0.7
TNF necrop inh	-14	2.4
Hck Nef HTS	4	1
FXIa inh	-7	10
zVAD death inh	0.9	4.7
FXIIa inh 1536	4	15
Thrombin inh	-7	0
Rad51 HR inh	-4	-8
hK5 inh	2	-13

Continuation:
11	COC(=O)c1sccc1NC(=O)CC1C(=O)NCCN1C(=O)Nc1cc(Cl)ccc1OC (stereo not drawn)
12	CCn1c(SCC(=O)OCc2ccccc2)nnc1-c1ccco1
13	Cc1ccc(NC(=O)CCOc2ccccc2C)cc1F
14	Cc1ccc2[nH]c(=O)c(CN(Cc3ccccc3)C(=S)NCCCN(C)C)cc2c1
15	Cc1cc(C)n2nc3nc4c(cc3c2n1)CCCC4
16	COc1ccc(OC)c(C(c2nnnn2Cc2ccccc2)N2CCC(C(N)=O)CC2)c1 (stereo not drawn)
17	O=C(CCN1C(=O)c2ccccc2C1=O)Nc1cccc(S(=O)(=O)N2CCCCC2)c1
18	COc1ccc(NC(=O)c2ccc(NCCCN3CCOCC3)c([N+](=O)[O-])c2)cc1
19	Cc1ccc(/C(N)=N/OC(=O)c2cc(-c3ccccc3)nc3ccccc23)cc1
20	COc1ccc(C(=O)NCC(O)COc2ccc(C(C)(C)C)cc2)cc1[N+](=O)[O-] (stereo not drawn)
screen / no.	11	12	13	14	15	16	17	18	19	20
Cl transport mod	-0.34	-1.5	-0.83	0.1	/	-0.29	-1.3	-0.018	-0.087	0.011
TNF necrop inh	2.2	-2.7	4.2	-5.0	-1.5	-2.9	-0.6	0.6	-4.1	4.0
Hck Nef HTS	5	0	14	17	16	-1	11	1	-1	3
FXIa inh	-6	2	-4	-5	-19	0	-11	7	3	3
zVAD death inh	0.7	-0.1	36	0.7	0.8	-0.5	-1.3	1.6	0.0	2.8
FXIIa inh 1536	3	8	3	0	-14	9	8	8	10	13
Thrombin inh	-8	1	-1	-9	-8	-8	-6	-7	2	-10
Rad51 HR inh	-20	-2	-19	1	-43	8	-1	-15	0	1
hK5 inh	-4	-24	-1	-13	-320	-16	1	-7	2	-14

21	O=C(Cn1c(-c2ccccc2Cl)nc2ccccc21)Nc1cccc(Cl)c1
22	Nc1cc(OCC(F)(F)F)cc(OCC(F)(F)F)c1
23	CN(C)c1cccc(N=C2C=C(N3CCOCC3)CC(C)(C)C2)c1
24	Fc1ccc(Cn2ccc(-c3cnc(-c4ccccc4)s3)n2)cc1
25	CC(=O)CSc1nnc2c3ccccc3nc(C(C)(C)C)n12
26	CCN1CCN(c2nc3c(C)cccn3c(=O)c2/C=C(\C#N)S(=O)(=O)c2ccccc2)CC1
27	Cn1c(-c2ccc3c(c2)OCO3)cnc1NCc1cccc(O)c1
28	CC(C)NC(=O)Cn1c(=O)cnc2ccccc21
29	CCc1cccc(CC)c1NC(=S)NCc1nc2ccccc2[nH]1
30	O=C(C1CCN(S(=O)(=O)N2CCCC2)CC1)N1CCCCC1
screen / no.	21	22	23	24	25	26	27	28	29	30
Cl transport mod	1.5	0.33	-0.13	/	1.5	0.37	-0.69	0.92	0.38	0.49
TNF necrop inh	3.7	0.0	0.3	0.1	-1.8	1.7	1.3	0.4	-1.2	0.5
Hck Nef HTS	0	-25	3	-2	20	-22	22	1	4	-1
FXIa inh	-6	-7	5	-14	-3	0	-1	3	-4	-2
zVAD death inh	1.1	3.0	-0.3	-0.1	2.5	3.0	2.9	0.1	2.0	1.7
FXIIa inh 1536	6	/	10	8	2	10	10	6	7	1
Thrombin inh	-3	-13	-4	-5	12	-9	-1	-9	-1	-8
Rad51 HR inh	7	-3	10	10	6	-1	-1	-21	13	1
hK5 inh	-9	-4	5	-4	-1	-8	-10	-6	-18	-18

31	COc1ccc(CN2CCN(S(=O)(=O)c3ccc(C)cc3)CC2)cc1Br
32	CN1CCN(c2nc(NCCOC34CC5CC(CC(C5)C3)C4)nc(OCC(F)(F)F)n2)CC1
33	CCOc1cc(C(=O)Nc2cccc3ncccc23)cc(OCC)c1OCC
34	O=C(Nc1c(C(=O)Nc2ccc3c(c2)OCCO3)cnn1-c1ccccc1Cl)c1ccco1
35	CC1Cn2c(nnc2-c2cc3ccccc3cc2O)S1 (stereo not drawn)
36	Cc1ccc(NC(=O)C(=O)NC2CCCCC2)cc1
37	CSc1nc(C)c(C(=O)C[n+]2ccccc2C)cc1C#N
38	O=C(c1ccco1)N1CCN(S(=O)(=O)c2ccc(S(=O)(=O)NC3CCCCC3)cc2)CC1
39	O=C(N1CCOCC1)N1c2ccccc2Sc2ccccc21
40	Cc1noc(/C=C/c2cccs2)c1S(=O)(=O)N1CCC(C(=O)NCCCN2CCCC(C)C2)CC1 (stereo not drawn)
screen / no.	31	32	33	34	35	36	37	38	39	40
Cl transport mod	0.86	0.11	/	/	-0.34	/	-0.18	-0.68	0.23	0.011
TNF necrop inh	0.6	0.5	0.1	-0.5	-1.9	0.3	3.2	-1.6	-6.4	-1.3
Hck Nef HTS	0	-1	1	0	3	2	5	0	2	3
FXIa inh	-14	-9	9	4	1	-13	-5	5	-15	3
zVAD death inh	-0.1	5.2	-0.1	0.2	0.5	0.2	-0.6	0.1	-0.1	0.1
FXIIa inh 1536	5	-13	10	21	21	6	-2	17	-19	14
Thrombin inh	-2	-5	27	2	3	-2	-9	3	-9	2
Rad51 HR inh	-9	/	7	3	-6	-8	-3	3	1	/
hK5 inh	-29	1	10	-10	44*	-22	14	6	-4	/

41	CC(C)N1CCN(Cc2ccccc2-c2ccco2)CC1CCO (stereo not drawn)
42	Cc1ccc(OCC(=O)N2CCN(C(=O)c3ccncc3)CC2)cc1
43	CCn1c(C)c(C2=CCN(S(=O)(=O)c3ccc(C)cc3)CC2)c2ccccc21
44	c1ccc2nc(SCc3cn4ccccc4n3)cnc2c1
45	CC(C)CC(=O)N1CCN(c2ccc([N+](=O)[O-])cc2Cl)CC1
46	CCn1nnc(NC(=O)COc2cc(C)ccc2C(C)C)n1
47	Cc1cc(NC(=O)CSc2cc(Cl)ccc2Cl)n(-c2ccccc2)n1
48	O=C(Nc1ccccc1Cl)c1cnccn1
49	CC(C)(C)OC(=O)NCCCCCc1nnc(SCC(N)=O)o1
50	CCN(CC)P(=O)(Nc1ccccc1Br)c1ccc(N(C)C)cc1NC(=O)c1ccco1 (stereo not drawn)
screen / no.	41	42	43	44	45	46	47	48	49	50
Cl transport mod	0.26	0.37	1.1	-0.86	-0.98	-0.74	-1.3	0.042	0.68	-0.44
TNF necrop inh	2.4	-0.4	1.5	0.1	0.7	-1.5	3.8	-0.3	-3.1	2.2
Hck Nef HTS	15	13	3	5	4	1	2	-10	-1	27
FXIa inh	7	-7	4	-3	-2	14	5	4	8	1
zVAD death inh	-0.3	15	0.1	-0.5	0.2	-0.1	0.2	0.0	-0.1	-0.5
FXIIa inh 1536	8	0	8	8	1	24	9	-5	17	0
Thrombin inh	-14	-4	-7	-8	-8	-1	-17	-3	1	7
Rad51 HR inh	36	-10	-62	2	13	-3	5	6	-13	-11
hK5 inh	-1	-4	-14	0	-15	-9	-5	-9	1	-4

51	Cc1ccc(C2=NC3(CCCCCC3)NC2=S)cc1
52	O=C(CSc1ccc2c(c1)OCCO2)NCCc1ccc(Cl)cc1Cl
53	COC(=O)C(C)N(C(=O)c1ccc(C(=O)c2ccccc2)cc1)c1c(C)cccc1C (stereo not drawn)
54	N/C(=N\N=C\c1ccc(O)c(O)c1)c1nonc1N
55	CCc1ccc(CNC(=O)Cn2nc(-c3ccc(C)cc3)ccc2=O)cc1
56	Cn1nnnc1SCC(=O)Nc1ccccc1-c1ccccc1
57	COC(=O)C1=C(C)NC(=O)NC1c1ccc(-c2ccc(Cl)cc2)o1 (stereo not drawn)
58	COc1ccc(/C=N/Nc2nncc3ccccc23)c(OC)c1
59	CC(C)CNC(=O)NC(=O)COC(=O)C1CSC2(c3ccc(F)cc3)CCC(=O)N12 (stereo not drawn)
60	CO/N=C/c1ccc(Sc2ccccc2)c([N+](=O)[O-])c1
61	CCCCCN(C(=O)NC(=O)Nc1ccc(C)cc1C)S(C)(=O)=O
screen / no.	51	52	53	54	55	56	57	58	59	60	61
Cl transport mod	4.3	-0.52	/	-0.094	-2.4	-0.43	1.1	-0.05	-0.92	1	0.47
TNF necrop inh	2.2	-0.4	-0.4	0.4	-0.8	-1.3	3.1	-3.0	-0.5	-0.9	-0.7
Hck Nef HTS	2	0	-2	15	7	-1	16	20	23	-1	6
FXIa inh	5	12	2	0	2	15	-4	0	-2	7	0
zVAD death inh	0.5	-0.5	-1.1	-0.2	-0.5	0.0	13	/	3.0	0.0	1.6
FXIIa inh 1536	6	17	14	8	10	30	11	7	8	16	11
Thrombin inh	-8	2	-1	1	-18	13	-8	-2	-11	6	3
Rad51 HR inh	-50	-6	4	7	-1	/	-11	/	-55	1	1
hK5 inh	-12	3	-15	5	-3	36	0	-2	8	-11	3

Filtered by structure, the entries above containing bromine (3)
4	O=C(Nc1c(F)cc(F)cc1Br)c1cc(S(=O)(=O)N2CCN(c3ccccn3)CC2)ccc1F
31	COc1ccc(CN2CCN(S(=O)(=O)c3ccc(C)cc3)CC2)cc1Br
50	CCN(CC)P(=O)(Nc1ccccc1Br)c1ccc(N(C)C)cc1NC(=O)c1ccco1 (stereo not drawn)
screen / no.	4	31	50
Cl transport mod	/	0.86	-0.44
TNF necrop inh	0.8	0.6	2.2
Hck Nef HTS	16	0	27
FXIa inh	-2	-14	1
zVAD death inh	0.7	-0.1	-0.5
FXIIa inh 1536	7	5	0
Thrombin inh	-6	-2	7
Rad51 HR inh	-7	-9	-11
hK5 inh	2	-29	-4

Source: PubChem BioAssay
